Compound activity (PubChem BioAssay)
M1 agonist: activates the M1 muscarinic receptor | CHO-M1 cells, Fluo-4 calcium fluorescence, agonist mode; hits give high values | B-score at 10 µM | 3% of 64,000 active | AID 626;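 active = fluorescence rise, raw or as B-score row- and column-corrected plate score, outside the 99.7% band of its plate's samples, either direction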
M1 antag: antagonists of rat M1 muscarinic receptor. 3.4% of 64,000 active. B-score at 10 µM. AID 628. CHO-M1 cells, Fluo-4 calcium, ACh EC80 antagonist mode; hits give low values. P08482;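 active = calcium fluorescence response, raw or row-and-column corrected B-score, differing from the plate sample mean either way at a set confidence level, mostly lower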
E coli RNAP: blocks E. coli RNA polymerase transcription; P0A8V2; fluorescence transcription assay; inhibition, %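 (tested at 10 µM)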; 0.2% of 62,000 active; AID 559; in the data active = inhibition above about 20%;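 note: 0% = enzyme without compound and 100% = no enzyme blank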
HEK293 NFkB inh: lowers PMA/ionomycin-induced NF-kB signal in HEK293 cells; HEK-293 NF-kB luciferase reporter, luminescence; inhibition, % at 3 µM; 0.21% of 62,000 active; AID 465;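 active = inhibition above the mean of all tested compounds plus 3 SD, cut at about 40% in these data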;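 note: 0% = stimulated DMSO wells and 100% = 10 µM reference inhibitor 5653914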
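System: NF-kB luciferase reporter HEK-293 cells | Replication: Single test | Control set: DMSO vs reference inhibitor | Evaluation: % inhibition | Schedule: 1 h pretreatment, 16 h stimulation, 37 °C | Probe or stimulus: PMA with ionomycin | Compound dosing: One dose, 3 µM | Detection: Luciferase luminescence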
TNAP act mid DEA: activates human TNAP at intermediate phosphate acceptor concentration | activation factor at 20 µM | 64,000 tested, under 10 active | purified TNAP, CDP-star luminescence, 100 mM DEA, 30 min; hits give high values; scale: 0 levamisole-inhibited, 1 vehicle-only enzyme;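 active = activation factor of at least 2 at 20 µM, relative to controls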
Target sequence (P05186 whole entry, looked up): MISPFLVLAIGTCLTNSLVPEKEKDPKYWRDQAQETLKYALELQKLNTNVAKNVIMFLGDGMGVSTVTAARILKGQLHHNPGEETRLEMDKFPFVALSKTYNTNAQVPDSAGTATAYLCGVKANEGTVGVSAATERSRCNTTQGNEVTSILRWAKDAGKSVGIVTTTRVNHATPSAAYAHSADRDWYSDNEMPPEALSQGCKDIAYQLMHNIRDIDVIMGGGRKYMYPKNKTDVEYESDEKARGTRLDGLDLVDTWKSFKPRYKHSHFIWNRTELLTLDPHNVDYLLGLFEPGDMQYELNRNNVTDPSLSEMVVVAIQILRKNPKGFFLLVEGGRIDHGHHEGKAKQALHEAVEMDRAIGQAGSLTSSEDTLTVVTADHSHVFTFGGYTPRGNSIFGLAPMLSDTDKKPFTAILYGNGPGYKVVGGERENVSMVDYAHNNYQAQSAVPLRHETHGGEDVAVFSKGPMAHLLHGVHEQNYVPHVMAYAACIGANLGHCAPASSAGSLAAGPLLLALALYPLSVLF
S1P1 ag pot: agonists and agonism potentiators of human S1P1 receptor; P21453; S1P1 CRE-bla cells, forskolin, beta-lactamase FRET, potentiator mode; S1P1 agonist co-added at EC20, 2 nM; 100% = saturating reference agonist, 0% = basal; activation, % at 9.5 µM; 0.57% of 56,000 active; AID 449;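 active = activation above a cutoff set at the mean activation of all tested compounds plus 3 SD, cut at about 54% in these data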;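 note: forskolin at 4 µM as EC80 and the EC20 agonist is SEW2871; 100% = SEW2871 at its EC100 plus forskolin at EC80; some compounds past the cut are filed as inactive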
Target sequence (P21453 whole entry, looked up): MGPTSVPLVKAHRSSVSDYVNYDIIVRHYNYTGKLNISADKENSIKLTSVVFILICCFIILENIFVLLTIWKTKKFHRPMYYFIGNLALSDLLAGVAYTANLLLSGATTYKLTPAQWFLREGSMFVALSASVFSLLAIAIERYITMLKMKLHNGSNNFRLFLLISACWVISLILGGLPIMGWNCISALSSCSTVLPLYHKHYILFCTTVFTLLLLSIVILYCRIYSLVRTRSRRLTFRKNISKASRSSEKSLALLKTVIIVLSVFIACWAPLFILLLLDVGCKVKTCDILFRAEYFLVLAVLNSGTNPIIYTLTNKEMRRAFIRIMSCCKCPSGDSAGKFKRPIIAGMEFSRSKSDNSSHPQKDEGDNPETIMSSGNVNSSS
Jurkat tox 60K: reduces viability or proliferation of Jurkat cells; inhibition, % at 4 µM; 1.2% of 56,000 active; Jurkat E6.1 viability, ATP luminescence, 48 h;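 active = inhibition above the mean inhibition of all tested compounds plus 3 SD, cut at about 28% in these data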
D1 allo mod: allosterically modulates the human D1 dopamine receptor | HEK293 D1, CRE-luciferase, dopamine EC30 potentiation; actives deviate in either direction | B-score at 10 µM | 5.9% of 58,000 active | AID 641;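 active = luminescence count or its row- and column-corrected plate score outside the 99.7% band of the plate's sample wells, on either side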
S1P3 agonist: activates the human S1P3 receptor; Q99500; S1P3 NFAT-BLA reporter cells, agonism, FRET ratio; relative to 1 µM S1P, basal subtracted; activation, % at 4.5 µM; 0.1% of 60,000 active; AID 373;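 active = activation above the screen-wide mean plus 3 SD, cut at about 4.5% in these data, passing the limit was not always enough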; note: some compounds called inactive have numbers as strong as hits
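Assay system: CHO cells stably expressing human S1P3, Gα16 and NFAT-β-lactamase reporter. Timing: overnight plating, 4 h compound 37 °C, 2 h substrate RT. Signal: β-lactamase FRET emission ratio 460/535 nm. Measure: percent activation versus median 1 µM S1P response, basal-subtracted, per plate. Repeats: primary screen single test, confirmation screen in triplicate.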
The depositor's hits bear a star; . = not tested or not shown.

SMILES	M1 agonist	M1 antag	E coli RNAP	HEK293 NFkB inh	TNAP act mid DEA	S1P1 ag pot	Jurkat tox 60K	D1 allo mod	S1P3 agonist
O=C(c1cccs1)N1CCN=C1SCc1cccnc1	-0.429	0.00379	-1.9	20.0	1.1	15.0	8.3	-0.0795	-0.4
Cc1cc(C)c(-c2cc(C(F)(F)F)no2)c(=O)[nH]1	-0.0556	0.0449	.	10.7	.	.	0.0	0.324	16.8
COc1cccc(NC(=O)NCCCN2CCN(c3ccc(F)cc3)CC2)c1	0.357	-0.15	8.0	24.0	1	4.7	3.3	-5.09*	-0.9
CC(=O)OCCN(Cc1ccccc1)Cc1ccc2c(c1)OCO2	0.0882	-0.118	0.2	10.4	0.9	-19.9	-6.2	-0.431	-1.6
Cc1cc(C(F)(F)F)c(C#N)c(SCC(=O)NC(C)(C)C)n1	.	.	-4.8	13.1	1	-1.5	-1.3	1.29	-0.8
Oc1c(C(c2ccco2)N2CCOCC2)sc2ncnn12 (configuration not stated)	0.658	-0.6	10.7	5.7	0.9	-1.9	-0.2	-0.0382	-1.2
COc1ccc(CC(NC(C)=O)C(=O)NC2CCN(C(=O)NCc3ccccc3)CC2)cc1OC (configuration not stated)	0.352	-0.0194	2.6	3.7	0.9	-3.4	-4.6	-1.32	0.1
O=C(NCc1ccco1)c1cc2ccc(O)cc2oc1=O	1.83	1.08	-37.0	11.9	1	-154.1	7.8	-0.241	12.0*
CCCCc1nnc(NC(=O)CSc2nc(=O)cc(N)n2-c2ccccc2)s1	0.87	0.306	-0.5	13.8	1	.	-4.2	0.743	0.2
CC(NC(=O)Cc1ccc(F)cc1)C(c1cccs1)N1CCN(C)CC1 (configuration not stated)	1.38	0.000957	.	3.2	.	2.2	3.2	-0.163	-0.6
CCOC(=O)c1oc2ccccc2c1NC(=O)c1cccc(OC)c1	0.364	-0.623	5.8	11.9	0.8	-62.4	-0.7	0.513	0.0
CC(=O)N1C(=O)N(C)C2C1N(C(C)=O)C(=O)N2C (configuration not stated)	0.474	-0.397	13.8	2.4	0.9	-4.6	-2.9	-2.52	1.1
CC(C)NS(=O)(=O)c1cc(C(=O)O)ccc1Cl	-0.194	-0.708	-2.5	10.7	0.9	.	1.8	-0.398	-0.2
COc1ccc(OC)c(-n2cnc3cc(C(=O)NCCCN4CCOCC4)ccc32)c1	-1.15	0.138	.	16.7	.	-40.5	-7.6	0.29	-0.3
CC1(c2ccccc2)NC(=O)N(CC(=O)NC(=O)NC2CCCC2)C1=O (configuration not stated)	-0.0833	0.739	0.8	6.8	0.9	2.1	-3.8	-0.977	-0.9

One compound at a time (already shown). Screens in order: M1 agonist, M1 antag, E coli RNAP, HEK293 NFkB inh, TNAP act mid DEA, S1P1 ag pot, Jurkat tox 60K, D1 allo mod, S1P3 agonist
COc1ccc(CC(NC(C)=O)C(=O)NC2CCN(C(=O)NCc3ccccc3)CC2)cc1OC (configuration not stated) is listed as 0.352, -0.0194, 2.6, 3.7, 0.9, -3.4, -4.6, -1.32, 0.1
CCCCc1nnc(NC(=O)CSc2nc(=O)cc(N)n2-c2ccccc2)s1 is listed as 0.87, 0.306, -0.5, 13.8, 1, ., -4.2, 0.743, 0.2
O=C(NCc1ccco1)c1cc2ccc(O)cc2oc1=O is listed as 1.83, 1.08, -37.0, 11.9, 1, -154.1, 7.8, -0.241, 12.0*
CC(C)NS(=O)(=O)c1cc(C(=O)O)ccc1Cl is listed as -0.194, -0.708, -2.5, 10.7, 0.9, ., 1.8, -0.398, -0.2
O=C(c1cccs1)N1CCN=C1SCc1cccnc1 is listed as -0.429, 0.00379, -1.9, 20.0, 1.1, 15.0, 8.3, -0.0795, -0.4

(continued)
SMILES	M1 agonist	M1 antag	E coli RNAP	HEK293 NFkB inh	TNAP act mid DEA	S1P1 ag pot	Jurkat tox 60K	D1 allo mod	S1P3 agonist
NC1=NC(=Nc2ccccc2)c2ccccc21	0.00277	0.134	3.4	17.0	0.9	-39.4	-5.3	0.0452	-0.7
O=C(CSc1ncnc2c1oc1ccccc12)Nc1ccccc1C(F)(F)F	-1.25	-0.0281	7.2	16.4	0.8	-18.3	7.6	0.924	-0.3
COC1(OC)N=C(N)C2(C#N)C(c3cccc(Oc4ccccc4)c3)C12C#N (configuration not stated)	-0.646	-1.22	4.6	14.4	0.9	-8.8	0.0	18.9*	0.2
CCCc1cc(=O)[nH]c(SCC)n1	0.0133	0.732	7.0	5.6	0.9	-9.4	-3.1	-0.487	0.0
CN(C)S(=O)(=O)c1ccc(C(=O)Nc2ccc(OCC(=O)N3CCOCC3)cc2)cc1	-0.463	-0.161	10.5	11.7	0.9	0.7	6.2	0.113	-2.0
Cc1ccc(-n2c(O)c(/C=N/n3cnnc3)c3ccccc3c2=O)cc1	25.9*	0.143	5.3	12.1	0.9	-2.3	-1.9	0.0649	1.1
COc1ccc2[nH]cc(C(=O)CN3CCN(C/C=C/c4ccccc4)CC3)c2c1	-0.543	-0.0124	6.1	8.9	0.9	-0.8	1.3	-0.328	-0.6
O=C(OCC(=O)N1CCC(Cc2ccccc2)CC1)c1ccc[nH]c1=O	-0.467	-2.58	5.4	1.1	0.9	-9.6	-7.0	-0.616	1.3
O=C(CNC(=O)c1cccs1)NCCN1CCN(c2ccccc2F)CC1	-0.109	0.371	8.8	8.7	0.9	6.2	3.3	-3.61*	0.8
CC1Cc2ccccc2N1C1=NS(=O)(=O)c2ccccc21 (configuration not stated)	-0.0503	0.62	8.7	-5.0	0.9	.	.	-0.191	.
CCn1c(CNC(=O)c2ccc3c(c2)OCO3)nnc1SCC(=O)Nc1cc(C)ccc1OC	-0.272	0.596	-1.4	11.9	0.9	.	2.2	0.222	-1.0
COC(=O)C1C2C=CC3(CN(c4cccc(C)c4)C(=O)C13)O2 (configuration not stated)	0.0329	0.194	0.4	-0.9	0.9	-23.8	-10.9	-0.489	0.0
CCOC(=O)C1=C(C)Nc2ccccc2N=C1NC(=O)c1cccc(S(=O)(=O)N(C)C)c1	1.56	-1.55	5.4	13.3	1	6.8	-4.2	.	-0.3
C/C(NC1CCCCC1)=C(/C#N)C(=O)NCCN1CCOCC1	0.535	-0.302	8.2	-4.8	0.9	-6.0	-0.8	0.833	0.6
COc1ccc(C2CC(C(F)(F)F)n3nc(C(N)=O)c(Cl)c3N2)cc1OC (configuration not stated)	0.127	0.18	.	13.9	0.9	3.0	5.2	-0.0227	-1.3
O=C(O)c1coc2ccccc12	0.465	-0.0609	.	11.7	0.9	10.9	-0.2	0.11	-0.3
Cc1cc(C(=O)NCCCN2CCOCC2)n(-c2ccccc2)n1	0.497	0.651	3.2	6.1	0.9	-15.5	1.6	-0.528	-0.5
NS(=O)(=O)c1ccc(CNC(=O)C2CCCCC2)cc1	-0.821	-0.653	6.5	18.9	1	-6.1	-15.2	-0.233	-0.7
Cc1ccc(OCC(=O)Nc2cc(-c3nn4c(C)nnc4s3)ccc2C)cc1	0.0587	-0.236	4.5	2.4	1	-3.8	-9.7	-0.271	-0.2
Cc1ccc(-n2nnnc2SC(C)C(=O)Nc2ccc(Cl)cn2)cc1 (configuration not stated)	-0.227	0.0265	9.5	2.9	0.9	25.9	-1.3	-0.367	0.3
CC1(C)Cc2c(C#N)c(SCc3ccccc3)nc(N3CCOCC3)c2CO1	-0.0798	0.0475	7.7	15.2	0.9	-3.4	-5.1	0.492	-2.7
N=c1c2c(-c3ccccc3)c(-c3ccccc3)n(Cc3ccco3)c2ncn1Cc1ccco1	1.58	-0.0616	6.1	12.2	1	-23.4	47.3*	-2.74	-1.0
CCCCN(CC)CCCNC(=O)c1cc2cc3ccc(OC)cc3nc2o1	0.78	-4.75*	-99.8	24.2	0.9	-11.4	11.3	0.284	-0.9
O=C(NCCCn1ccnc1)c1noc2c1CCc1ccccc1-2	-0.079	0.221	7.8	9.1	0.8	-1.9	-6.8	0.531	1.0
COC(=O)C1=C(C)NC(C)=C(C(=O)OC)C1C(=O)OCCN1C(=O)c2ccccc2C1=O	0.327	-0.391	7.3	5.8	1	-7.0	-5.3	-1.86	0.1
CC1CCN(S(=O)(=O)c2ccc3c(c2)c(=O)c(C(=O)NC2CCCC2)cn3C)CC1	-0.635	0.0179	-1.2	16.3	1	-13.5	4.2	2.09	-1.6
CNc1nnc(CSc2nc3ccccc3s2)s1	-1.11	-0.141	.	-15.0	.	-11.2	-1.2	2.1	0.3
CCCCOc1ccc(C(O)(CCC)CCN2CCOCC2)cc1 (configuration not stated)	0.0151	-1.63	.	12.9	.	5.1	2.6	-1.24	-1.0
COc1ccc(C(=O)/C=C/Nc2c(C)n(C)n(-c3ccccc3)c2=O)cc1OC	-0.789	0.0932	8.9	12.1	0.9	-14.3	-4.6	0.625	-0.8
CC1(C)Cc2ccccc2C2CC(O)C(=O)N21 (configuration not stated)	-1.11	-0.233	2.4	16.5	0.9	17.8	6.6	-0.702	-0.7
O=c1c2ccccc2nc(-c2ccccc2)n1CCCN1CCOCC1	.	.	8.4	13.8	1	-2.7	0.3	-0.315	0.2
COC(=O)c1c(NC(=O)C2CC2)sc2c1CCN(C(C)=O)C2	-0.571	-0.801	6.5	14.5	0.9	-26.9	-0.4	0.548	0.4
CC1(C)CC2CC(C)(CN2C(=O)COC(=O)c2ccc(Cl)cc2N)C1 (configuration not stated)	1.4	0.851	2.5	12.2	0.9	9.0	-8.8	-0.156	-1.5
COC(=O)c1cccc(NC(=O)CN2CCC(NC(=O)c3cc(OC)c(OC)c(OC)c3)CC2)c1	1.63	-0.133	6.2	11.7	0.9	-23.8	1.7	1.98	0.9
Cc1nc(N(C)C)c2sc(=S)n(C)c2n1	0.102	-0.384	-2.2	19.2	0.9	-2.8	7.8	.	-1.0
CN(Cc1cc2ccccc2[nH]c1=O)S(=O)(=O)c1ccccc1	.	.	3.9	10.5	1	-12.9	5.0	-0.0233	-0.9
CCOc1ccc(NC(=O)C(CC)NC(=O)c2ccccc2CO)cc1 (configuration not stated)	-1.15	0.564	3.7	4.4	1	-13.7	-2.4	-0.353	-1.2
CC(C)c1ccc(N2C(=O)[C@@H]3Cc4ccccc4CN3C2=O)cc1	-0.806	-1.3*	-2.7	15.2	1	18.2	14.2	0.486	-0.7
Cc1nnc(SCC(=O)N2CC(=O)Nc3ccccc32)n1-c1ccccc1	0.079	-0.0433	14.7	8.9	0.9	11.5	-5.3	-0.61	0.0
O=C(C1CCN(c2nnc(-n3cccc3)s2)CC1)N1CCc2ccccc2C1	0.155	-1	5.4	17.6	0.9	-19.4	-9.2	-0.162	-0.2
CCOc1nc(-c2ccc(OC)cc2)ccc1-c1noc(-c2cc(OC)c(OC)c(OC)c2)n1	9.6*	0.252	.	15.8	0.8	-10.5	-5.7	0.0378	-0.4
CCN(CC)C(=O)CSc1nnc2sc3ccccc3n12	0.259	0.742	-3.1	9.2	1	2.1	3.2	-0.885	-1.2
CCCCCc1c(C)nc(N2CCc3ccccc32)[nH]c1=O	-0.753	1.46*	-14.3	3.5	1	2.7	0.4	-1.07	-1.5
O=C(O)C1CCCCC1C(=O)Nc1nc(-c2cccs2)cs1 (configuration not stated)	0.0559	0.168	10.6	16.8	0.9	-13.7	-4.3	0.673	0.5
COc1ccc(Cn2nnnc2C(c2ccccc2Cl)N2CCN(C)CC2)cc1 (configuration not stated)	-0.425	-0.76	-0.1	7.2	0.9	-23.5	-3.6	-0.386	-0.6
